# ST2 inh: blocks human ST2 binding to IL-33; Q01638; AlphaLISA ST2-Fc/biotin-IL-33 interaction, 1 h; inhibition, % for hits at 17 µM; 2.3% of 78,000 active; AID 1259354; in the data active means inhibition above about 30%; inconclusive means mostly about 10% to 28%
# Target sequence (Q01638 whole entry, looked up): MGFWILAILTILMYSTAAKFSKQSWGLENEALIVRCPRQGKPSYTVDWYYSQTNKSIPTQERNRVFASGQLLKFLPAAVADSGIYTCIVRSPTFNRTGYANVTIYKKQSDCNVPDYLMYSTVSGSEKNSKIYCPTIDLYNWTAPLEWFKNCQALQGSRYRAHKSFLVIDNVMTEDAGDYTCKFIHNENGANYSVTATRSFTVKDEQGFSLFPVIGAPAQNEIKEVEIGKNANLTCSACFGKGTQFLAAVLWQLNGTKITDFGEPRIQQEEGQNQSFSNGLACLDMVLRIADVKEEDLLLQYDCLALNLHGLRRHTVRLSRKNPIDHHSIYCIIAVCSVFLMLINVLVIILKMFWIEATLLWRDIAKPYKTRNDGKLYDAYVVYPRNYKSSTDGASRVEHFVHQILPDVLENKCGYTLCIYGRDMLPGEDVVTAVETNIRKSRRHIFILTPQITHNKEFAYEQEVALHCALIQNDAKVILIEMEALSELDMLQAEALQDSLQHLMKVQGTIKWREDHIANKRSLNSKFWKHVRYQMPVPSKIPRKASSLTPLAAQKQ
# The depositor's hits bear a star; i = inactive; u = inconclusive.
SMILES,ST2 inh
O=[N+]([O-])c1nn(-c2ccccc2)n(O)c1=NC1CCCCC1,u
CC(C)CN1C(=O)c2ccc(C(=O)c3ccc(C(=O)O)cc3)cc2C1=O,i
O=C(CCc1nc(-c2ccccc2F)no1)NCc1ccc(F)cc1Cl,u
CC(C)CCN1C(=O)C2(CCN(C(=O)C3CCOC3)CC2)Nc2ccccc21 (centres undefined),i
O=C(CSc1n[nH]c(=O)[nH]c1=O)c1ccccc1,u
c1cnc2c(-c3nccn3CCc3cnc[nH]3)cccc2c1,u
Cc1nc2cc(-c3ccccc3)nn2c(C)c1CCC(=O)NCCN1CCCC1,i
N#CCSc1nc(-c2ccccc2)c(-c2ccccc2)o1,i
CCSc1nc2c(c(=O)[nH]1)C(c1ccc(N(CC)CC)cc1)C1=C(CCCC1=O)N2 (centres undefined),i
O=C(/C=C/c1ccccc1)NC(NCC1CCCO1)C(Cl)(Cl)Cl (centres undefined),u
O=C(O)c1ccc(S(=O)(=O)c2ccc3c(c2)C(=O)N(c2nccs2)C3=O)cc1,i
CC1=NN(c2ccccc2)C(=O)/C1=C/c1cc(Cl)c(O)c(Cl)c1,u
Oc1ccccc1CN1C[C@H](O)C[C@H]1c1nc(-c2ccncc2)no1,u
CC(C)c1cc(C(=O)N2CCN3CCN(C)C(=O)C3C2)nc2ncnn12 (centres undefined),i
O=C(NC1CCCCC1)C1c2ccccc2C(=O)N1Cc1ccc(F)cc1 (centres undefined),i
CN1C(=O)C(O)(CC(=O)c2ccc(F)cc2)c2ccccc21 (centres undefined),i
O=C(CNC(=O)Cn1cnc2sc3c(c2c1=O)CCCC3)NCc1ccccn1,i
COc1ccccc1/C=C1\C(=O)N(c2cccc(Cl)c2)N=C1C,u
COc1ccc(Oc2ccc(C(=O)NCCc3ccccn3)cc2)cc1,i
COc1ccc(-c2nc(N3CCC(C)CC3)nc3nn4c(C)c(CCC(=O)O)c(C)nc4c23)cc1,i
O=C(c1noc2c1CCc1ccccc1-2)N1CCc2ccccc2C1,i
CC(NC(=O)c1ccc(Br)o1)c1ccccc1 (centres undefined),i
COc1cccc(-c2nc3ccc(C(=O)NCC4CCCCO4)cc3o2)c1 (centres undefined),u
Cc1ccc(N=C(NOC(=O)c2ccccc2)c2nonc2N)c(C)c1,i
CCN(CC)S(=O)(=O)c1ccc2oc(C(=O)NCC3COc4ccccc4O3)c(C)c2c1 (centres undefined),i
COc1ccc2c(c1)C1=NN(C(C)=O)C(c3ccc([N+](=O)[O-])cc3)C1CC2 (centres undefined),i
CC(=O)Nc1nc2ccccc2n1Cc1ccc(C(C)(C)C)cc1,u
O=C(c1ccc(F)cc1)N1CCN=C1SCc1ccccc1F,i
N#Cc1c(N)nc2sc(C(=O)Nc3ccccc3)c(N)c2c1-c1cccs1,u
O=C(ON=C1CCSCC1)c1ccc(Br)cc1,i
COc1ccc(-n2c(=O)[nH]cc(C(=O)Nc3ccc4c(c3)OCCO4)c2=O)cc1,i
Cc1ccc(-c2nc3n(n2)C(=O)CC(c2ccco2)S3)cc1 (centres undefined),i
CCCCN(C)S(=O)(=O)c1ccc(C(=O)Nc2nnc(-c3ccc(OC)cc3)o2)cc1,i
Cc1c(Cl)cccc1NC(=O)c1ccccc1,i
CCCNC(=O)Cn1cnc2sc(C(=O)OCC)c(C)c2c1=O,i
Cc1nnc(NC(=O)CS(=O)(=O)c2cn(Cc3cccc(F)c3)c3ccccc23)s1,i
CCOc1ccccc1NC(=O)c1sc2nc(C)nc(N3CCOCC3)c2c1C,u
Cc1nc(NC(=O)NCc2cccc(C(F)(F)F)c2)nn1C,i
COc1cc2c(cc1OC)C(c1ccccc1)NC(C)(C)C2 (centres undefined),i
COc1ccccc1-c1ccc2ccccc2n1,i

# Some of the entries above, reformatted:
smiles	ST2 inh
Cc1c(Cl)cccc1NC(=O)c1ccccc1	i
CCCNC(=O)Cn1cnc2sc(C(=O)OCC)c(C)c2c1=O	i
Cc1nnc(NC(=O)CS(=O)(=O)c2cn(Cc3cccc(F)c3)c3ccccc23)s1	i
CCOc1ccccc1NC(=O)c1sc2nc(C)nc(N3CCOCC3)c2c1C	u
Cc1nc(NC(=O)NCc2cccc(C(F)(F)F)c2)nn1C	i

# Next entries follow:
SMILES,ST2 inh
Nc1cccc(-c2nc3ccccc3s2)c1,i
COc1cc(CN2CCN(Cc3ccc4c(c3)OCO4)CC2)c([N+](=O)[O-])cc1OC,i
O=C(NCCC1=CCCCC1)c1ccccc1O,i
CC(C)c1ccc(S(=O)(=O)N=C2C=CC(=O)C=C2)cc1,u
O=C(Cn1c(=O)sc2ccccc21)N1CCN(c2ccccc2F)CC1,i
O=C(Nc1ccc(I)cc1)c1ccc(Cl)cc1Cl,i
O=C(COc1ccccc1Cl)N1CCCC(Nc2ccc3c(c2)OCCO3)C1 (centres undefined),i
Cc1c(O)ccc2c(=O)c(-c3ccccc3)coc12,i
O=C(NCc1cccnc1)C1CCN(C2CCN(Cc3c(F)ccc(F)c3F)CC2)CC1,i
CCc1ccc(-c2nc(CN3CCC(C(=O)NC4CCCC4)CC3)c(C)o2)cc1,u
CN(C1CCCCC1)S(=O)(=O)c1ccc(C(=O)Nc2nnc(-c3ccccc3Cl)o2)cc1,i
COc1ccc(Cl)cc1NC(=O)NCCc1nc2cccnc2n1Cc1ccc(C)cc1,u
Cc1cccc(CC(=O)NC2CC(=O)N(c3ccc(F)cc3)C2)c1 (centres undefined),i
O=c1c2c3c(sc2nc2c4ccccc4c(Cl)nn12)CCCC3,i
Cc1ccc(S(=O)(=O)C2(C(=O)Nc3ccc(Cl)cc3)CC2)cc1,i
c1ccc(C2(Cn3ccc4ccccc43)OCCO2)cc1,i
Cc1ccc2c(c1)NC(=O)C2CC(=O)NCc1cn[nH]c1-c1cccs1 (centres undefined),u
COC(=O)CSc1nc(C)c(C(C)=O)cc1C#N,i
CN(Cc1ccccc1)Cc1cc(C[C@H]2CNCC[C@H]2CC(=O)NCc2cccs2)no1,i
CCOc1ccc(-n2c(SCC(=O)N3CCOCC3)nc3c([nH]c4ccccc43)c2=O)cc1,i

# Some of these compounds in order of molar mass, lowest first.
SMILES,ST2 inh
COc1ccccc1-c1ccc2ccccc2n1,i
O=C(NCCC1=CCCCC1)c1ccccc1O,i
Cc1c(O)ccc2c(=O)c(-c3ccccc3)coc12,i
COC(=O)CSc1nc(C)c(C(C)=O)cc1C#N,i
c1ccc(C2(Cn3ccc4ccccc43)OCCO2)cc1,i
CC(C)c1ccc(S(=O)(=O)N=C2C=CC(=O)C=C2)cc1,u
COc1cc2c(cc1OC)C(c1ccccc1)NC(C)(C)C2 (centres undefined),i
Cc1nc(NC(=O)NCc2cccc(C(F)(F)F)c2)nn1C,i
Cc1cccc(CC(=O)NC2CC(=O)N(c3ccc(F)cc3)C2)c1 (centres undefined),i
O=c1c2c3c(sc2nc2c4ccccc4c(Cl)nn12)CCCC3,i
Cc1ccc(S(=O)(=O)C2(C(=O)Nc3ccc(Cl)cc3)CC2)cc1,i
O=C(Cn1c(=O)sc2ccccc21)N1CCN(c2ccccc2F)CC1,i
O=C(Nc1ccc(I)cc1)c1ccc(Cl)cc1Cl,i
O=C(COc1ccccc1Cl)N1CCCC(Nc2ccc3c(c2)OCCO3)C1 (centres undefined),i
CCOc1ccccc1NC(=O)c1sc2nc(C)nc(N3CCOCC3)c2c1C,u
COc1cc(CN2CCN(Cc3ccc4c(c3)OCO4)CC2)c([N+](=O)[O-])cc1OC,i
Cc1nnc(NC(=O)CS(=O)(=O)c2cn(Cc3cccc(F)c3)c3ccccc23)s1,i
O=C(NCc1cccnc1)C1CCN(C2CCN(Cc3c(F)ccc(F)c3F)CC2)CC1,i
COc1ccc(Cl)cc1NC(=O)NCCc1nc2cccnc2n1Cc1ccc(C)cc1,u
CN(Cc1ccccc1)Cc1cc(C[C@H]2CNCC[C@H]2CC(=O)NCc2cccs2)no1,i
CCOc1ccc(-n2c(SCC(=O)N3CCOCC3)nc3c([nH]c4ccccc43)c2=O)cc1,i
CN(C1CCCCC1)S(=O)(=O)c1ccc(C(=O)Nc2nnc(-c3ccccc3Cl)o2)cc1,i

# Other entries:
SMILES,ST2 inh
O=C(NC1CCC(n2cnnc2)CC1)c1cnc(-c2ccccn2)nc1 (centres undefined),i
O=C(CN1C(=O)/C(=C\c2cccc(Cl)c2)Sc2ccccc21)NCCN1CCOCC1,36%*
Cc1cc(F)ccc1S(=O)(=O)N1CC(c2ccncc2)C1,i
CCCCOc1cccc(C(=O)Nc2ccc(N3CCN(C(=O)c4ccccc4)CC3)cc2)c1,i
Cc1nc2c(c(N(C)C)n1)CCN(C(=O)c1cc(C(C)C)nn1C)C2,u
Brc1ccc(C2=CSC3=NCCN23)cc1,i
O=C(Nc1ccccc1C(F)(F)F)c1cccnc1,i
CCOC(=O)N1CCN(C(=O)c2ccc(N3CCC(N[C@H]4CCCCNC4=O)CC3)cc2)CC1,i
CCCCc1ncc(CN2CCN(c3ccccc3OC)CC2C)[nH]1 (centres undefined),u
CC(=O)c1cc(C(C)(C)C)sc1C(C)(C)C,i
COc1cccc(Cn2c(CNS(=O)(=O)c3cccs3)nc3cccnc32)c1,i
Cc1nc2c(C(=O)NCc3cccnc3Oc3ccccc3)cccc2[nH]1,i
CCCN(CCC)S(=O)(=O)c1cc(Br)cc2c1N(C(=O)CC)CC2,i
C=CCn1c(C(C)NC(=O)Cc2ccccc2)nc2ccccc21 (centres undefined),u
O=C(CN1CCN(Cc2ccc(Cl)cc2)C1=O)NC1CCCCCCC1,i
COc1cccc(OC)c1OCCCOc1ccccc1OC(C)C,i
O=C(CSc1ccccc1)N1CCOCC1,u
O=C(CC1(O)C(=O)N(Cc2ccc(Cl)cc2)c2ccccc21)c1ccc(F)cc1 (centres undefined),u
Cn1c(=O)cc(SCC(=O)NCC2CCCO2)c2ccc(Cl)cc21 (centres undefined),i
CCC(C)NC(=O)Cn1c(=O)sc2ccccc21 (centres undefined),i
Cc1cccn2c(=O)c(C=NCCO)c(NCc3ccccc3)nc12,i
COc1cccc(CN2CCN(C(=O)CC(C)C)CC2)c1OC,i
CC1=C(C(=O)Nc2cccc(C)n2)C(c2ccccc2)C2=C(CCCC2=O)N1 (centres undefined),i

# High-throughput results from PubChem.

# These rows are one share of the data (hit frequency here may not be typical).
